Assay outcomes deposited in PubChem by National Center for Advancing Translational Sciences (NCATS).
IP6K1 inh: Primary qHTS assay for small molecule inhibitors of Inositol hexaphosphate kinase 1 (IP6K1); IP6K1 kinase, ADP-Glo luminescence, 2 h; stronger effect = lower value; activity change, % (series mostly up to about 58 µM); 140,000 compounds, 0.81% hits; AID 1645851, 2021; in the data active means activity change below about -25%
Target sequence (Q92551 whole entry, looked up): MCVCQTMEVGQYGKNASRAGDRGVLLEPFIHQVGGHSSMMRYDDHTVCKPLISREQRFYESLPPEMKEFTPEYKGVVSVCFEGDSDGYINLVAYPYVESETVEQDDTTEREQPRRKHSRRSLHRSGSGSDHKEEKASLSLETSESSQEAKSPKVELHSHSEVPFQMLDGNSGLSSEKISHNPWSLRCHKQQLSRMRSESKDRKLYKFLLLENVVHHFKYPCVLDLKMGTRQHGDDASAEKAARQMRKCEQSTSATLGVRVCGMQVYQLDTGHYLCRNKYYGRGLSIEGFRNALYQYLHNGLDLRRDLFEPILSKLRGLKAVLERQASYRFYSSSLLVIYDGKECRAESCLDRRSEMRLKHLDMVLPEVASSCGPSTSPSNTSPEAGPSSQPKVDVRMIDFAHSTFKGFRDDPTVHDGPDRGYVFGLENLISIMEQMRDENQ
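ADP-Glo luminescence measures ADP made by human IP6K1 during a 2 h RT reaction with ATP/IP6 (mix at 1.3 mM/130 uM); top library doses 57.5 and 19.1 uM final.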
FLuc inh: Firefly luciferase inhibition profiling of diverse chemical library using quantitative high-throughput screening; Luciferin 4-monooxygenase (Photinus pyralis), P08659; AID 1347043, 2019; 76,000 compounds, 2.5% hits; purified P. pyralis luciferase, luminescence, biochemical; Potency, µM (doses to about 115 µM), for the others: top-dose activity change, negative = inhibition, usual class: inhibitors; further: potency means the concentration at half of the fitted maximal effect; nearly all actives have a fitted effect of over 65% in size
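Inhibitors were tested against purified firefly luciferase in a biochemical, low-substrate format (both substrates at 10uM) and luminescence measured with a CCD imager.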
GPT2 inhibitor: Primary qHTS assay for inhibitors of Glutamate pyruvate transaminase 2 (GPT2); Recombinant GPT2, coupled pyruvate oxidase/HRP Amplex Red fluorescence; Potency, µM (series often up to 57.7 µM), for inactives: at the highest dose activity change, negative = inhibition, most hits filed as inhibitors; AID 1671188, 2021; 100,000 compounds, 0.25% hits; further: potency means the concentration at half of the fitted maximal effect; nearly all actives have a fitted effect of over 60% in size; many of its hits are not listed in these tables
Target sequence (Q8TD30 whole entry, looked up): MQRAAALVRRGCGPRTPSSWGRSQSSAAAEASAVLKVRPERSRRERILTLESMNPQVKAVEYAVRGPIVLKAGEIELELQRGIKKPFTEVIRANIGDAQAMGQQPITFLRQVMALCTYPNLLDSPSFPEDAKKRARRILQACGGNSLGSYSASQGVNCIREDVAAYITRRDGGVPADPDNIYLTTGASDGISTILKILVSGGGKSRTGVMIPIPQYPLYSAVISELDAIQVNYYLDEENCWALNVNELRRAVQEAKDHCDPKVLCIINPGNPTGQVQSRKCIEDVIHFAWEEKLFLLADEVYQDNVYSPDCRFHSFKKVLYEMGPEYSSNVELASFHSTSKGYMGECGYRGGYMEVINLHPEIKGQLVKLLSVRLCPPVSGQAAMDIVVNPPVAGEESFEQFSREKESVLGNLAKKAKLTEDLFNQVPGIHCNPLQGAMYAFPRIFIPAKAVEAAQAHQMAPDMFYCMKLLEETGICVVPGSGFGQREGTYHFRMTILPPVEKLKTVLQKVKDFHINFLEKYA
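Fluorescence read-out: pyruvate from GPT2 turnover coupled to pyruvate oxidase, HRP and Amplex Red (0.2mM ThPP, 0.2U/mL PO and HRP, 50uM Amplex final). Substrates 250uM a-KG, 2mM L-alanine; enzyme 10ng/uL; 30 min RT.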
SNCA expr inh: Primary qHTS assay for inhibitors of alpha-synuclein gene (SNCA) expression. 140,000 compounds, 0.17% hits. Potency, µM (top dose mostly 57.2 µM), for the others: at the top dose activity change, negative = inhibition, actives largely listed as inhibitors. HEK-293 SNCA-luciferase knock-in, luminescence, 24 h. AID 1671194, 2021;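 further: potency means the concentration at half of the fitted maximal effect; plate controls were DMSO cells for no effect and cell-free wells for full effect; nearly all actives have a fitted effect of over 45% in size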
HEK293 viab: GF-AFC viability counterscreen for inhibitors of alpha-synuclein gene (SNCA) expression | 150,000 compounds, 0.12% hits | Potency, µM (highest dose often 57.1 µM), without a hit: top-dose activity change, negative = cytotoxicity, hits mostly cytotoxic | HEK-293-SNCA-luc viability, GF-AFC fluorescence, 24 h | AID 1671193, 2021;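 further: potency means the concentration at half of the fitted maximal effect; 0% = DMSO-treated cells and -100% = medium-only wells without cells; nearly all actives have a fitted effect of over 30% in size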
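Cytotoxicity counterscreen: after 24 h compound treatment of genome-edited SNCA-luciferase HEK-293 cells, live-cell protease substrate GF-AFC read by fluorescence after 30 min; activity scaled between DMSO (0%) and medium-only (-100%), curves Hill-fitted.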
NIH3T3 tox: Cytotoxic Profiling in NIH 3T3 Cell Line of Diverse Libraries Using Quantitative High-Throughput Screening | NIH 3T3 viability, CellTiter-Glo ATP luminescence, 48-72 h | 94,000 compounds, 4.3% hits | Potency, µM (series often up to 96.7 µM), for inactives: at the top dose activity change, negative = cytotoxicity, usual class: inhibitors; further: potency means the concentration at half of the fitted maximal effect; nearly all actives have a fitted effect of over 55% in size
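Viability of NIH 3T3 cells after 48 or 72 hr compound treatment at 37 °C was assessed by CellTiter-Glo, with luminescence imaged following a 10 min room-temperature step.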
HEK cytotox: Cytotoxic Profiling in HEK 293 Cell Line of Diverse Libraries Using Quantitative High-Throughput Screening; AID 1345083, 2018; Potency, µM (series often up to 115 µM), without a hit: at the highest dose activity change, negative = cytotoxicity, hits mostly inhibitors; HEK 293 viability, ATP luminescence (CellTiter-Glo), 48-72 h; 94,000 compounds, 6.6% hits; further: potency means the concentration at half of the fitted maximal effect; nearly all actives have a fitted effect of over 60% in size
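Luminescence from cellular ATP, measured with CellTiter-Glo, indicates HEK 293 viability. Cells plated at 250 cells/well are treated with compound for 48 or 72 hr at 37 degree Celsius before reagent addition.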
* marks the source's active call; other numbers are inactive results; i = inactive; u = inconclusive; x = not tested or not shown; & = joins results of further samples; [ ] = remark or other dose. Unless noted, the call rests on the fitted dose curve; in most records, active means well fitted curve in the direction sought with a large enough effect; inconclusive means small, poorly fitted or top-dose-only effect, or another doubt; inactive means no such curve, though single readings can be large; an effect the other way counts as inactive or inconclusive. Unless noted, on the % scale 0 is the no-effect control and ±100 the full control effect.

Sample of the layout:
SMILES | IP6K1 inh | FLuc inh | GPT2 inhibitor | SNCA expr inh | HEK293 viab | NIH3T3 tox | HEK cytotox
O=C(NCC12CCCC=C1N(CC1CC1)C(=O)CC2)c1ccncc1 (centres undefined) | 10 | -8% | -28% | 12% | 3% | -8% | 3%
O=C1CCN(C(=O)C2CCN(C(=O)c3ccco3)CC2)CCCCCCN1 | 1 | 3% | i | -10% | 2% | -10% | -5%

The list itself, repeating the preview:
SMILES | IP6K1 inh | FLuc inh | GPT2 inhibitor | SNCA expr inh | HEK293 viab | NIH3T3 tox | HEK cytotox
O=C(NCC12CCCC=C1N(CC1CC1)C(=O)CC2)c1ccncc1 (centres undefined) | 10 | -8% | -28% | 12% | 3% | -8% | 3%
O=C1CCN(C(=O)C2CCN(C(=O)c3ccco3)CC2)CCCCCCN1 | 1 | 3% | i | -10% | 2% | -10% | -5%
O=C(Cc1cccnc1)N1C[C@@H](COCC2CC2)[C@H](c2ccncc2)C1 | -8 | -4% | i | 5% | 2% | -9% | i
O=C(COc1ccccc1)N1CC(F)(F)C[C@H]1c1nc(C2CC2)no1 | 3 | -11% | -12% | -18% | -18% | -17% | -9%
CN1CCN(c2nc3c(c(=O)[nH]2)CCN(Cc2ccc(Cl)cc2)CC3)CC1 | 4 | 0% | 3% | -11% | -9% | 1% | -22%
Cc1cc2c(cc1S(=O)(=O)CCC(=O)Nc1ccc(OC(F)(F)F)cc1)OCC(=O)N2 | 3 | x | x | -6% | 2% | x | x
O=c1[nH]c(C2CCCN(Cc3ccc(F)cc3)C2)nn1-c1ccc(Cl)cc1 (centres undefined) | 9 | 6% | i | -24% | -3% | 35µM* | 45µM*
NC(=O)NCc1cn(C2CCN(Cc3cc4ccccc4s3)CC2)nn1 | 15 | -2% | -20% | 34%[activator] | -18% | -25% | -21%
COc1ccc(Cn2c3c(c(=O)n2Cc2ccccc2)CCN(C(C)=O)C3)cc1 | 30 | 0%[172 µM] | -3%[88.5 µM] | 29%[87.6 µM] | -11%[87.6 µM] | u | i
COc1ccc(CNC(=O)c2cc3cc(C)ccc3n2C)cc1 | -1 | x | x | 63%[activator] | 6% | x | x
Cc1nnc(-c2cc(-c3cccc(F)c3)ccn2)n1CCN1CCOCC1 | -7 | -4%[172 µM] | 2%[88.5 µM] | -23%[87.6 µM] | 6%[87.6 µM] | 22µM* | u
CC1=C[C@@H](CNCCN(C)C)[C@H](C(C)C)C[C@H]1Cc1nnc(C(C)(C)C)o1 | 17 | 1%[172 µM] | -7%[88.5 µM] | -24%[87.6 µM] | -12%[87.6 µM] | 71µM* | u
COc1cccc(CCC(=O)N2CCC3(CC2)N=C(c2ccc(Cl)cc2)NO3)c1 | -14 | 2% | -1% | u | 1% | -30% | u
CN(C(=O)N1CCCn2nc(C(=O)N3CCOCC3)cc2C1)c1ccccc1 | 8 | -6% | 3% | -11% | -11% | 5% | 5%
Cc1cnc(-c2ccccc2)n1C1CCCN(S(=O)(=O)c2ccccc2)C1 (centres undefined) | 15 | x | -7% | -11% | 1% | u | u
CCc1cc2c(cc(C(=O)OC)n2Cc2nc(-c3ccc(C)cc3)oc2C)s1 | -8 | x | x | -13% | 7% | x | x
Clc1ccc(-c2nc(C3CC3)nc3c2CCN(Cc2ccccc2)CC3)cc1 | 5 | 5% | i | -19% | -5% | -5% | -15%
Cc1ccccc1-c1cnc2[nH]cc(CC(=O)NCc3ccco3)c2c1 | -22 | 2%[172 µM] | -5%[88.5 µM] | -7%[87.6 µM] | -20%[87.6 µM] | u | 71µM*
CNc1cccnc1OC1CCN(S(=O)(=O)Cc2ccccc2)C1 (centres undefined) | 6 | 4% | 4% | 22% | 5% | i | 13%
Cc1ccc(Cl)cc1N1CCN(C(=O)CCS(=O)(=O)c2cc(Br)cc3c2N(C(=O)C2CC2)CC3)CC1 | -8 | x | x | u | -8% | x | x
CCc1nn(CC(=O)N2CCN(c3cccc(Cl)c3)CC2)c(=O)c2cc3sccc3n12 | -15 | x | x | u | -2% | x | x
Cc1[nH]c2ccccc2c1CN1CCc2nc(N3CCOCC3)[nH]c(=O)c2CC1 | 0 | 4% | i | -4% | -9% | -15% | -18%
CCn1c(C2CCCNC2)nn(Cc2ccc(C(C)C)cc2)c1=O (centres undefined) | -12 | -4% | 2%[11.5 µM] | 24% | 6% | -4% | -6%
CSc1ncc(C(=O)Nc2cc(Cl)ccc2C)c(-c2ccccc2)n1 | -4 | x | x | 25% | -20% | x | x
CC(C)c1cc(C(C)C)c(CC(=O)NS(=O)(=O)Oc2c(C(C)C)cccc2C(C)C)c(C(C)C)c1 | -32* | x | -11% | 23% | -28%&-1% | x | x
O=C(NCc1ccc(Cl)cc1)C(=O)NCC(c1cccnc1)N1CCN(c2ccccc2)CC1 (centres undefined) | 23 | x | x | u | 0% | x | x
O=C(c1ccccc1)N1CCC(Oc2nccnc2N2CCOCC2)C1 (centres undefined) | 17 | -17% | i | 149%[activator] | 6% | -22% | -10%
CCS(=O)(=O)N1CCc2c(c(CN3CCOCC3)nn2C)C1 | 8 | x | -2% | 33%[activator] | 9% | -24% | -11%
CCOC(=O)CC1CCCCN1C(=O)CCC1(Cc2ccc3ccccc3c2)CCC(=O)N1 (centres undefined) | 26 | 0% | 5% | 38%[activator] | -1% | -10% | -7%
CCOc1ccccc1C(=O)N1Cc2cnc(Cc3ccc(OC)cc3)nc2C1 | -2 | 5% | i | -4% | 2% | -26% | -17%
Cc1cnc(CC2CCNC2)n1C1CC1 (centres undefined) | 5 | -2% | i | 3% | 7% | -13% | -11%
CN1CCN(C(=O)c2cc(-c3cccc(C(F)(F)F)c3)nc3c2cnn3C)CC1 | 31 | x | i | 37%[activator] | 0% | 32µM* | u
O=C(c1ccc(C(F)(F)F)cc1)N1CCCC2(CC(c3ccccn3)=NO2)C1 (centres undefined) | 6 | x | i | 2% | -1% | -8% | -21%
Cc1cc(N2CCC(N3CCCC(C(=O)NCCc4ccccc4)C3)CC2)ncn1 (centres undefined) | 22 | 7% | u | -10% | -5% | -25% | u
CCc1ccc(NC(=O)C2CCCN(S(=O)(=O)c3ccc4[nH]c(=O)ccc4c3)C2)cc1 (centres undefined) | 2 | x | x | u | u | x | x
O=C(Nc1ccc(F)c(Cl)c1)C1CCCN(c2ncnc3onc(-c4ccc(F)cc4)c23)C1 (centres undefined) | -11 | x | x | 8% | -17% | x | x
O=C(Nc1cccn2nc(C3CCC3)nc12)c1ccc(F)cc1 | 13 | 4% | 1% | -1% | 8% | u | u
COc1ccc(-c2cn(-c3ccc(C)cc3)c(S(=O)(=O)CC(=O)Nc3ccc(F)cc3)n2)cc1 | -15 | x | x | 6% | -18% | x | x
CCC12CN3CC(C)(CN(C1)C3c1c[nH]c3ccc(OC)cc13)C2=O (centres undefined) | -14 | x | x | 3% | 5% | x | x
O=C(O)C1=NOC2CN(Cc3ccc(C(F)(F)F)cc3)CC12 (centres undefined) | 19 | x | 2% | 0% | 2% | i | i
Cc1nc2nc(SCC(=O)O)nn2c(C)c1Cc1c(F)cccc1Cl | -1 | x | x | -3% | 21% | x | x
COc1ccc(CNC(=O)Cn2c(=O)nc(-c3ccccc3)c3ccccc32)cc1OC | 1 | x | x | -2% | 15% | x | x
O=C(CCn1cncn1)N1CCOc2c(O)cc(-c3cccc(Cl)c3)cc2C1 | 4 | 8% | i | u | -8% | u | u
CN1CCN(c2cc(=O)c3ccnc(-c4ccnn4C)c3o2)CC1 | -14 | -15%[172 µM] | 1%[88.5 µM] | u | 2%[87.6 µM] | 40µM* | -7%[172 µM]
COc1cccc(C(=O)N2CCCC(COc3ccccc3C(=O)N3CCOCC3)C2)c1 (centres undefined) | 7 | x | i | -16% | -5% | -7% | 2%
CCCOc1nccnc1NC1CCN(C(=O)c2ccccn2)CC1 | 4 | -7% | 4% | 6% | 1% | -12% | -1%
CN1N=C(C(=O)N2CCc3c(nc(-c4ccncc4)[nH]c3=O)C2)CCC1=O | -2 | 0% | i | 35% | -12% | -1% | 4%
Cc1noc(C)c1Cc1ccc(C(=O)N2CCCCCCN(C)C(=O)[C@@H]3CCC[C@@H]32)o1 | 0 | -8% | -3% | -9% | 1% | -16% | u
COc1ccc(S(=O)(=O)c2c(Nc3c(C)cccc3C)sc(C(=O)c3ccc4c(c3)OCO4)c2N)cc1 | -2 | x | x | u | -13% | x | x
CCCN1CCC(N2CCC(C(=O)Nc3cccc(-c4cccc(F)c4)c3)CC2)CC1 | 4 | 7% | -9% | -16% | -1% | 25µM* | 22µM*
CN(Cc1ccon1)Cc1ccccc1OCC(O)CN1CCCCC1 (centres undefined) | -5 | 7% | -3%[11.5 µM] | 1% | -8% | i | 3%
COc1cccc(C(=O)Nc2cccc(-c3nc4ncccn4c3C)c2)c1 | -12 | x | x | 37%[activator] | 13% | x | x
Cc1ccc(-n2nc(C)c([C@@H]3C=C[C@@H](NC(=O)CC(C)(C)CC(=O)O)C3)c2C)cc1Cl | -4 | -9% | 5% | 43%[activator] | 3% | u | -19%
COc1ccc(OC)c(NC(=O)CCCc2nnc3n(C(C)C)c(=O)c4sccc4n23)c1 | 2 | x | x | 6% | -19% | x | x
Cc1cccc(-c2cccc(CN3CCC(NC(=O)NC4CCCC4)CC3)c2)c1 | -7 | x | 3% | 13% | u | u | -21%
O=C(Cc1ccccn1)N1CCC(N2CC3CCCN3C2=O)CC1 (centres undefined) | 8 | 0%[172 µM] | i | 1%[87.6 µM] | 11%[87.6 µM] | -3%[138 µM] | i

Ordered by molar mass (lowest first): part of the list above
SMILES | IP6K1 inh | FLuc inh | GPT2 inhibitor | SNCA expr inh | HEK293 viab | NIH3T3 tox | HEK cytotox
CN(Cc1ccon1)Cc1ccccc1OCC(O)CN1CCCCC1 (centres undefined) | -5 | 7% | -3%[11.5 µM] | 1% | -8% | i | 3%
CN1N=C(C(=O)N2CCc3c(nc(-c4ccncc4)[nH]c3=O)C2)CCC1=O | -2 | 0% | i | 35% | -12% | -1% | 4%
CCCN1CCC(N2CCC(C(=O)Nc3cccc(-c4cccc(F)c4)c3)CC2)CC1 | 4 | 7% | -9% | -16% | -1% | 25µM* | 22µM*
